Assay outcomes as filed in PubChem BioAssay.
NCI-60 one-dose screen, 48 h, at 10 µM unless noted. Numbers give growth in % (100 = growth as untreated, 0 = no growth, -100 = all killed).
HOP-92 = HOP-92 NSCLC cells; 6.3% of 71,000 active; AID 1794738
EKVX = EKVX NSCLC; 3% of 71,000 active
HOP-62 = HOP-62 NSCLC; AID 1794735; 3.9% of 80,000 active
A549/ATCC = A549/ATCC NSCLC. AID 1794740. 3.7% of 81,000 active
CCRF-CEM = CCRF-CEM leukemia. AID 1794778. 7% of 77,000 active
MOLT-4 = MOLT-4 leukemia cells | AID 1794779 | 6.9% of 80,000 active
RPMI-8226 = RPMI-8226 leukemia cells | 7.5% of 77,000 active
M14 = M14 melanoma; 6.2% of 80,000 active; AID 1794745
* = called active by the depositor; / = not tested or not shown; & = joins results of further samples. How the source made its calls: active means growth percent below 10; inactive means the rest.

The opening 10 entries as a preview:
SMILES | HOP-92 | EKVX | HOP-62 | A549/ATCC | CCRF-CEM | MOLT-4 | RPMI-8226 | M14
Cc1ccc(C2=CSC3=NC(=O)C(CCN4CCCC4)N23)cc1 (configuration not stated) | 68 | / | 111 | 86 | 86 | 83 | 84 | 110
COc1ccc(-n2c(=O)sc3c(Cl)nc(C)nc32)c(OC)c1 | 77 | 76 | 86 | 99 | 56 | 78 | 106 | 76
O=C(Nc1ccc(OS(=O)(=O)c2ccc(C(F)(F)F)cc2)cc1)C1CCCC1 | 96 | 86 | 90 | 88 | 89 | 78 | 99 | 99
COc1ccc(Nc2ccnc(N)n2)cc1 | 86 | 102 | 87 | 80 | 102 | 97 | 94 | 102
COc1cc2oc(-c3ccc(NC(=O)c4ccccc4)cc3)cc(=O)c2c(OC)c1OC | 69 | 91 | 90 | 80 | 82 | 92 | 74 | 93
CCCC(C)(C#N)c1ccc(OC)cc1 (configuration not stated) | / | 98 | 106 | 90 | 102 | 88 | 104 | 92
O=C1CC(c2ccccc2)=C(c2ccccc2)C1c1ccccc1 (configuration not stated) | 71 | 84 | 93 | 79 | 99 | 78 | 88 | 122
Nc1ccnc(=O)[nH]1 | 96 | 99 | 104 | 96 | 99 | 105 | 96 | 106
Cc1ccc(/C=C/C(=O)c2ccc(NC(=O)CSc3nc4c([nH]3)c(=O)n(C)c(=O)n4C)cc2)cc1 | 67 | 100 | 96 | 96 | 95 | 89 | 94 | 105
Cc1cc(C)c(C)c(C)c1C | 113 | / | 99 | 96 | 102 | 83 | 107 | 100

The whole of this part (from the top)
SMILES | HOP-92 | EKVX | HOP-62 | A549/ATCC | CCRF-CEM | MOLT-4 | RPMI-8226 | M14
Cc1ccc(C2=CSC3=NC(=O)C(CCN4CCCC4)N23)cc1 (configuration not stated) | 68 | / | 111 | 86 | 86 | 83 | 84 | 110
COc1ccc(-n2c(=O)sc3c(Cl)nc(C)nc32)c(OC)c1 | 77 | 76 | 86 | 99 | 56 | 78 | 106 | 76
O=C(Nc1ccc(OS(=O)(=O)c2ccc(C(F)(F)F)cc2)cc1)C1CCCC1 | 96 | 86 | 90 | 88 | 89 | 78 | 99 | 99
COc1ccc(Nc2ccnc(N)n2)cc1 | 86 | 102 | 87 | 80 | 102 | 97 | 94 | 102
COc1cc2oc(-c3ccc(NC(=O)c4ccccc4)cc3)cc(=O)c2c(OC)c1OC | 69 | 91 | 90 | 80 | 82 | 92 | 74 | 93
CCCC(C)(C#N)c1ccc(OC)cc1 (configuration not stated) | / | 98 | 106 | 90 | 102 | 88 | 104 | 92
O=C1CC(c2ccccc2)=C(c2ccccc2)C1c1ccccc1 (configuration not stated) | 71 | 84 | 93 | 79 | 99 | 78 | 88 | 122
Nc1ccnc(=O)[nH]1 | 96 | 99 | 104 | 96 | 99 | 105 | 96 | 106
Cc1ccc(/C=C/C(=O)c2ccc(NC(=O)CSc3nc4c([nH]3)c(=O)n(C)c(=O)n4C)cc2)cc1 | 67 | 100 | 96 | 96 | 95 | 89 | 94 | 105
Cc1cc(C)c(C)c(C)c1C | 113 | / | 99 | 96 | 102 | 83 | 107 | 100
O=C(OCc1ccc(Cl)c(Cl)c1)OCc1ccc(Cl)c(Cl)c1 | 80 | 97 | 90 | 97 | 100 | 97 | 102 | 101
N#Cc1c(-c2ccccc2)nc(N2CCN(c3ccc(Cl)cc3)CC2)[nH]c1=O | / | / | 98 | 97 | 97 | / | 100 | 100
CNCCN(C)c1ccc(Nc2cc(NC3CC3)n3ncc(C#N)c3n2)cc1NC(C)=O | -9.1* | 7.7* | 13 | 12 | 13 | 8.3* | 12 | -21*
O=C1/C(=C/c2ccc(O)cc2)Cc2ccc(Cl)cc21 | 77 | / | 95 | 86 | 68 | 70 | 120 | 82
O=C1c2ccccc2C(=O)c2c(N=Nc3[nH]c(=O)[nH]c3O)cccc21 | 103 | 77 | 96 | 99 | 110 | 104 | 113 | 113
O=C1CCNC1 | / | / | 108 | 101 | / | 99 | 102 | 105
c1ccc(C(=NN=C(c2ccccc2)c2ccccc2)c2ccccc2)cc1 | / | / | 100 | / | 19 | 98 | 89 | 100
Cc1cc(=O)n2[nH]c(NC(=O)c3ccccc3)c(C#N)c2n1 | 77 | 89 | 91 | 98 | 99 | 98 | 101 | 104
COc1cc(C)ccc1Oc1nc(Nc2ccc(N3CCOCC3)cc2)ncc1NC(=O)Nc1cc(Cl)cc(Cl)c1 | 66 | 99 | 102 | 79 | 81 | 67 | 73 | 83
CC(=O)N1N=C(c2ccc(Cl)cc2)CC1c1c(C)nn(-c2ccccc2)c1N1CCOCC1 (configuration not stated) | 71 | 86 | 90 | 73 | 90 | 74 | 86 | 93
COC1=CC(=O)c2nc(Cl)ccc2C1=O | -18* | 74 | 89 | 98 | 1.7* | -27* | 3.4* | -5.4*
Nc1ccc(S(=O)(=O)Nc2ccccc2)cc1 | 96 | 115 | 99 | 113 | 82 | 95 | 69 | 110
O=C(CSc1nc2ccc([N+](=O)[O-])cc2[nH]1)Nc1ccc(F)c(Cl)c1 | -37* | 11 | 35 | 23 | 19 | 5.6* | -22* | 25
CCOC(=O)c1cc(OCC)c2c(ccc3cc(OC)ccc32)n1 | 64 | 101 | 109 | 88 | 82 | 77 | 78 | 98
COc1ccc(NC(=O)Nc2cnn(-c3ccc(S(N)(=O)=O)cc3)c2-c2ccc(OC)cc2)cc1 | 106 | 105 | 99 | 101 | 107 | 108 | 114 | 104
The list continues:
SMILES | HOP-92 | EKVX | HOP-62 | A549/ATCC | CCRF-CEM | MOLT-4 | RPMI-8226 | M14
O=C(CSc1nc2sc3c(c2c(=O)n1-c1ccccc1)CCCCC3)N/N=C/c1ccc(O)cc1 | 104 | 88 | 102 | 91 | 90 | 87 | 94 | 101
NC(=O)NCO | 117 | / | 101 | 102 | 104 | 96 | / | 100
CC1=C([Se]CC(OC(=O)[C@@H](CSSC(C)(C)C)NC(=O)C(C)(C)C)C(=O)NCCCCCC(=O)OCc2ccccc2)C(=O)c2ccccc2C1=O (some centres not stated) | -36* | -24* | -95* | 1.3* | 3.0* | 5.2* | -11* | -32*
CC1(C)CC(=O)C2=C(C1)N(c1ccc(OC(F)(F)F)cc1)C(N)=C(C#N)C2c1cccc(Br)c1 (configuration not stated) | 23 | 53 | 81 | 86 | 83 | 71 | / | 100
CC(C)(C)c1ccc(O)c(CO)c1 | 116 | 99 | 100 | 96 | 107 | 103 | 110 | 101
Cc1ccc2c(c1)=C/C(=C\N(O)c1ccccc1)C(=O)N=2 | 83 | 83 | 97 | 102 | 89 | 89 | 97 | 101
CN(C)CCOC(=O)Nc1c(Cl)cccc1Cl | / | / | / | 107 | / | 100 | 95 | 110
COC(=O)[C@@]1(/C=C/c2ccccc2)C(=O)N(c2ccc(OC)cc2)[C@@]1(C(=O)OC)c1ccc(Cl)cc1 | / | 71 | 95 | 81 | 76 | 83 | 56 | 72
O=C1c2ccccc2C(=O)c2sc(Nc3ccc(Cl)cc3)nc21 | 59 | 54 | 55 | 72 | 13 | 6.7* | 7.6* | -2.3*
CC=C1C=C(C(C)(C)C)C(=O)C(C(C)(C)C)=C1 | 86 | 104&94 | 100&114 | 73&90 | 93&101 | 106&97 | 94&100 | 104&99
O=C(O)CC1S/C(=N/N=C/c2ccc3c(c2)OCCO3)NC1=O (configuration not stated) | 118 | 102 | 105 | 96 | 104 | 113 | 113 | 105
Cc1occc1-c1nnc(SCC(=O)c2ccc(NC(=O)CC(C)C)cc2)o1 | / | 103 | 100 | 88 | 93 | 100 | 78 | 112
[C-]#[N+]c1c(-c2ccc(OC)cc2)cc(-c2ccc(Cl)cc2)[nH]c1=O | 78 | / | 99 | 95 | 96 | 90 | 96 | 111
O=C(/C=C/c1ccc(-c2ccccc2)cc1)c1nc2ccccc2n1Cc1ccc(Br)cc1 | 40 | 52 | 56 | 65 | 11 | -14* | 14 | 74
COc1cc2cc(Sc3ccc(NC(=O)c4ccccc4)cc3)c(C)nc2cc1OC | 84 | 106 | 95 | 102 | 92 | 93 | 91 | 128
O=C(Cn1nncc1CN1C(=O)CSC1=O)Nc1ccccc1 | 97 | 100 | 107 | 104 | 100 | 103 | 103 | 102
COc1ccc(OC)c2c(=O)cc(C)[nH]c12 | 83 | / | 96 | 104 | 95 | 96 | 99 | 100
Nc1nc(N)c(-c2ccc(Cl)cc2)c(C=O)n1 | 91 | / | 89 | 101 | 75 | 78 | 91 | 95
Cc1ccc(S(=O)(=O)NNC(=O)C(C)(C)C)cc1 | / | / | 103 | 115 | / | 103 | 100 | 109
Cc1ccccc1N(C=O)c1ccccc1C | 96 | 117 | 102 | 109 | 95 | 101 | 94 | 108
CCC(=C(c1ccc(OCCN2CCCCCC2)cc1)c1ccc(OCCN2CCCCCC2)cc1)c1ccc(Cl)cc1 | 32 | 54 | 58 | -21* | 3.5* | 4.0* | -30* | -74*
CCN(Cc1ccccc1)C(=O)C1CCNCC1 | 100 | 98 | 98 | 103 | 106 | 92 | 103 | 100
Cc1cc(=O)oc2cc3occ(CCNC(=O)c4ccccc4C(=O)O)c3cc12 | 99 | 99 | / | 101 | 97 | 100 | 96 | 116
NC(CSC(c1ccccc1)(c1ccccc1)c1ccc2c(c1)OCO2)C(=O)O (configuration not stated) | 11 | 43 | 55 | 19 | -6.9* | 7.2* | -8.0* | -19*
C/C=C(\C)C(C(=O)NC1CCCCC1)N(C(=O)C1CCc2cc(F)ccc2O1)c1ccc(Br)c(C(F)(F)F)c1 (configuration not stated) | 99 | 93 | 87 | 80 | 77 | 60 | 84 | 91
(further entries)
SMILES | HOP-92 | EKVX | HOP-62 | A549/ATCC | CCRF-CEM | MOLT-4 | RPMI-8226 | M14
COC(=O)CN(CC(=O)OC)C(=O)c1ccccc1 | 91 | 109 | 98 | 109 | 93 | 105 | 81 | 104
CC(C1=C(CN(C(=O)Cc2cn(-c3ccccc3)nc2-c2ccc(Cl)cc2)C(C)C)Cc2ccccc21)c1ccccn1 (configuration not stated) | 62 | 41 | 93 | 61 | 53 | 29 | 37 | 65
CCOC(=O)CSCCC#N | 102 | / | 82 | 101 | 102 | 92 | 106 | 95
COc1cc(NCC(=O)Nc2cc(Nc3ccc(C)cc3)ncn2)c(Cl)c(OC)c1Cl | 79 | 82 | 87 | 80 | 82 | 61 | 83 | 88
O=C(NCCCCCCCNC(=O)OCc1ccc2c(Cl)cc(Cl)c(O)c2n1)OCc1ccc2c(Cl)cc(Cl)c(O)c2n1 | -75* | -46* | -57* | -69* | 4.7* | -2.4* | -15* | -76*
CCCC1=C(C(=O)OCC)C(c2cccc(C#N)c2)C(C(=O)OCC)=C(CCC)N1 | 71 | 79 | 97 | 78 | 75 | 62 | 66 | 96
O=C1/C(=C/C=C/c2ccco2)SC(=S)N1c1ccccc1 | / | 81 | 104 | 53 | 41 | 60 | 54 | 41
COc1ccc(NC(=O)c2sc3nc(C)c(C(=O)/C=C/c4cccc(OC)c4)cc3c2N)cc1 | 91 | 93 | 62 | 13 | 7.3* | 33 | -23* | 70
Cc1ccc(Nc2ncnc3c2c(C)nn3-c2ccc(Cl)cc2)cc1 | 97 | 93 | 99 | 104 | 103 | 103 | / | 96
COc1cc(-c2nc(-c3nnc(-c4ccc(F)c(Cl)c4)o3)c3ccccn23)cc(OC)c1OC | / | 64 | -66* | 24 | 69 | 67 | 35 | 70
CC(Nc1nc(Cl)nc2ccccc12)c1ccccc1 (configuration not stated) | 51 | 43 | 62 | 68 | / | 60 | 23 | 87
COC(=O)c1nc2c(cnn2-c2nnc3n(-c4ccccc4)c(=O)/c(=C\c4ccc(OC)cc4)n23)c(N)c1C(=O)OC | 100 | 97 | 100 | 102 | 107 | 107 | 115 | 102
OC1(c2cccc3ccccc23)c2ccccc2-c2ccccc21 | / | / | 90 | 94 | 87 | 86 | 97 | 98
CCC(=O)O[C@H]1[C@H](O[C@@H]2[C@@H](C)[C@H](O[C@H]3C[C@@](C)(OC)[C@@H](O)[C@H](C)O3)[C@@H](C)C(=O)O[C@H](CC)[C@@](C)(O)[C@H](O)[C@@H](C)C(=O)[C@H](C)C[C@@]2(C)O)O[C@H](C)C[C@@H]1N(C)C | 94 | 82 | 93 | 103 | 107 | 96 | 100 | 101
Cc1cnccn1 | 117 | 102 | 97 | 105 | 102 | 111 | 111 | 101
O=C(Nc1ccc(NC(=O)c2cc(=O)[nH]c3ccccc23)cc1)Nc1cccc(Cl)c1 | 81 | 85 | 66 | 93 | 77 | 80 | 96 | 93
COc1ccccc1/C=C1\N=C(c2ccccc2)OC1=O | 90 | 95 | 104 | 108 | 95 | 88 | 102 | 109
Nc1ccccc1-c1cc2c(c3c1[nH]c1ccccc13)CCCCCCCCCC2 | 107 | 89 | 109 | 97 | 90 | 86 | 93 | 92
CC(=O)C[n+]1ccc(C)cc1Sc1ccccc1C | 95 | 103 | 99 | 112 | 2.0* | 55 | 99 | 91
Cc1ccc(/C=C2\N=C(c3ccccc3)NNC2=O)cc1 | 97 | 103 | 109 | 96 | / | 99 | 103 | 117
CCN(CC)C(=O)C1(C)CCCC2(C)c3cc(OC(C)=O)ccc3CCC12 (configuration not stated) | / | / | 95 | / | / | 64 | 59 | 112
CS(=O)c1nccc(-c2c(-c3ccc(F)c(OCCc4ccccc4)c3)nc3sccn23)n1 (configuration not stated) | 77 | 100 | 98 | 109 | 50 | / | 56 | 76
O=c1oc2ccc3ccccc3c2cc1-c1cc(-c2ccc(O)cc2)cc(-c2cc3c(ccc4ccccc43)oc2=O)n1 | 89 | 100 | 97 | 104 | 93 | 92 | 92 | 100
CC(=O)c1ccco1 | 93 | 97 | 109 | 57 | 115 | 133 | 107 | 120
Cc1cc2ccccc2c2cc3ccccc3cc12 | 99 | 83 | 86 | 93 | 97 | 66 | 105 | 85
C/C(=N\NC(N)=S)c1ccc(Nc2nc(SCCC(C)C)nc(-c3ccc(F)cc3)c2C#N)cc1 | 123 | 106 | 108 | 108 | 102 | 108 | 112 | 112
CSc1nc(=S)cc(C)[nH]1 | 97 | 116 | 88 | 104 | 111 | 112 | 85 | 99
